Bioassay records as filed in PubChem.
TAG inh – inhibitors of triacylglycerol accumulation, primary screen, cell-based, uHTS, fluorescence, H9c2 | inhibition, % at 12.5 µM | H9c2 cells, Nile Red lipid (TAG) fluorescence; cells loaded with 200 µM oleic acid | 0.66% of 230,000 active;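 active = pattern-corrected inhibition of lipid staining of at least 50% with the nuclear-stain viability signal not falling by more than 50%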;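 also: 0% = DMSO wells and 100% = triacsin C control wells; some results filed as inactive read as strong as hits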
TAG inh DAPI viability – further read-out of TAG inh, marked with its call; DAPI nuclei signal change (viability), lower = more cytotoxic, %;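 whole-well DAPI fluorescence read on a plate reader as a viability signal; minus 50 percent equals half of cells still viable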
Numbers without * were called inactive. Some of the compounds tested; rates above refer to the full screens.

SMILES	TAG inh	TAG inh DAPI viability
COC(=O)C1=C(C)N(Cc2ccccc2)C(=NCCCCO)N[C@H]1CCc1ccccc1	-3.9	11.6
CC1CCCC(N2CCN(C(=O)c3ccccc3F)CC2)C1 (stereo not given)	-12.0	1.3
CCN(C(=O)CSc1nnc(-c2ccncc2)n1Cc1ccccc1)C1CCS(=O)(=O)C1 (stereo not given)	4.8	4.7
COc1ccc(Cl)cc1-c1cc(C(=O)NCc2ccccc2)[nH]n1	2.0	4.3
Cc1c(Cl)cccc1NC(=O)NCc1ccncc1	-11.4	1.5
COc1cc2c(cc1OC)CN(C(=O)c1cc(C3CC3)nn1-c1ccccc1)CC2	4.8	0.8
C[C@H](CO)N1C[C@H](C)[C@@H](CN(C)Cc2ccc(-c3ccccc3)cc2)Oc2ccc(NC(=O)Cn3cnnn3)cc2C1=O	19.9	0.9
CC(=O)N1N=C(c2cccs2)CC1c1cccs1 (stereo not given)	10.9	-8.1
Cc1ccc(N2CC(C(=O)Nc3nnc(SCC(=O)N4CCOCC4)s3)CC2=O)cc1 (stereo not given)	-10.2	-4.5
Cc1ccc(C)c(S(=O)(=O)N2CCN(C(=O)CCNC(=O)c3ccc(Br)cc3)CC2)c1	-2.5	-5.9
O=C(C1CCCCC1)N1C[C@H](n2cc(C3CC3)nn2)[C@@H](O)C[C@@H]1c1ccc(Cl)cc1	-6.0	12.3
COC(OC)c1ccnc(-c2ccc(OC(=O)c3cccs3)cc2)n1	-30.4	0.9
CCCCOc1c(Br)cc(CNCCCN2CCOCC2)cc1OC	6.4	8.3
CCN(CC(=O)Nc1c(F)cccc1F)C(=O)c1cnccn1	-7.2	-0.8
CCCCNCCOCCOc1ccc(C)cc1[N+](=O)[O-]	10.5	1.8
COc1cc(N/N=C/c2ccc(N(C)C)cc2)ncn1	15.3	14.0
COc1cc(NC(=S)NC(C)(C)C)c(OC)cc1Cl	-25.1	22.4
Cc1ccc(S(=O)(=O)NC(=O)c2cc(C)n(-c3ccccc3)c2C)cc1	12.7	-1.8
CCOc1ccc2oc(C(=O)N(CC)CC(=O)Nc3ccc(NC(C)=O)cc3)c(C)c2c1	-2.2	-4.6
CCc1ccccc1OCC(=O)OCC(=O)N1CC(=O)Nc2ccccc21	-5.0	3.6
CCC(C)NC(=O)Cn1cccc1C(=O)c1ccccc1 (stereo not given)	4.7	-4.6
COc1ccc(Cc2nc3ccc(C(=O)N4CCOCC4)cc3o2)cc1	9.5	2.2
COC(=O)Cc1[nH]n(-c2nc3ccccc3s2)c(=O)c1C(C)=Nc1ccc(Cl)cc1	1.2	0.0
O=C(CSc1nnc2ccccn12)NNC(=O)c1ccc(Cl)cc1	1.2	3.9

Some values from the list:
TAG inh DAPI viability with CCCCNCCOCCOc1ccc(C)cc1[N+](=O)[O-] is entered as 1.8
TAG inh DAPI viability with CCOc1ccc2oc(C(=O)N(CC)CC(=O)Nc3ccc(NC(C)=O)cc3)c(C)c2c1 is entered as -4.6
TAG inh DAPI viability with COC(=O)Cc1[nH]n(-c2nc3ccccc3s2)c(=O)c1C(C)=Nc1ccc(Cl)cc1 is entered as 0.0
TAG inh DAPI viability with COc1cc(NC(=S)NC(C)(C)C)c(OC)cc1Cl is entered as 22.4

(list continues)
SMILES	TAG inh	TAG inh DAPI viability
Cc1ccc(NC(=O)CC(NCC2CCCO2)C(=O)O)cc1C (stereo not given)	1.1	2.6
CN(C)/C=N/c1ncc(C(=O)OC(C)(C)C)s1	7.0	-11.3
O=C1NC[C@@H](Cc2cccc3ccccc23)N(CCCCC2CCCCC2)C1=O	-9.8	12.8
Cc1ccc(-c2nc(CN3CCCCC3CCN3CCCC3=O)c(C)o2)o1 (stereo not given)	6.1	0.1
CCCNC(=O)C(NS(=O)(=O)c1cccc2nsnc12)c1ccccc1 (stereo not given)	9.4	-8.8
Cc1cc(C(=O)CCl)c(C)n1-c1cccc([N+](=O)[O-])c1	16.6	-11.1
c1ccc2sc(NN=C3CCCC3)nc2c1	3.7	-7.5
COc1cc(C(=O)NNC(=O)c2cc(C)[nH]n2)cc(OC)c1OC	1.7	2.2
CCCC(=O)N(c1ccccc1)C1C=CS(=O)(=O)C1 (stereo not given)	-0.2	-4.1
Cc1c(NC(=O)COC(=O)c2ccc(F)c(S(=O)(=O)N3CCOCC3)c2)c(=O)n(-c2ccccc2)n1C	4.3	-7.0
CN(C)CCN(C(=O)CCc1ccccc1)c1nc2c(F)cc(F)cc2s1	4.2	-2.0
COc1ccc(N2CCN(C(=O)CNS(=O)(=O)c3ccc(C)c(C)c3)CC2)cc1	-4.7	5.1
C=CCOc1ccccc1CNn1c(C)n[nH]c1=S	4.3	-1.3
COCCn1cnc2c1c(=O)n(CC(=O)NC1CCCCC1)c(=O)n2Cc1ccccc1	-14.0	2.8
COC(=O)C1C2C=CC3(CN(c4cccc(C)c4)C(=O)C13)O2 (stereo not given)	4.6	-8.8
CC(=O)c1cc2c(s1)-c1cc(F)ccc1OC2	7.0	59.8
CC(C)CC(c1nnnn1C1CCCC1)N1CCC(C(N)=O)CC1 (stereo not given)	12.5	-8.1
COc1cccc(C(NC(C)=O)c2nc(-c3ccoc3)cs2)c1 (stereo not given)	7.3	-5.6
COc1ccc(C2N(C(=O)c3ccccc3)CCN2C(=O)c2ccccc2)cc1	5.4	2.3
Cc1cccc(NC(=O)CCS(=O)(=O)c2cccc3nsnc23)c1C	15.0	-5.9
COc1ccc(OCCSc2ccc(S(=O)(=O)N3CCCC3)cn2)cc1	-26.0	1.2
CCN(CC)CCCn1c2c(c(SCC(=O)Nc3cccc(C(C)=O)c3)nc1=O)CCC2	16.0	-5.4
O=C1CCCN1S(=O)(=O)c1ccccc1	-4.1	-3.8
O=C(NC1CCCC1)C(c1ccccn1)N(C(=O)c1csnn1)C1CCCCC1 (stereo not given)	17.3	-9.8
Cc1ccc(-n2cc(CNCCCN3CCCC3=O)c(-c3ccc(F)cc3)n2)cc1	11.2	20.0
Cc1ccc(NC(=O)N2CCC(O)(c3ccc(Cl)cc3)CC2)cc1	15.5	-5.7
O=c1n(-c2ccc(Br)cc2)cnn1-c1ncccc1[N+](=O)[O-]	0.9	-1.4
CCOC(=O)c1[nH]c(C)c(/C(O)=C2\C(=O)C(=O)N(CCN3CCOCC3)C2c2ccco2)c1C (stereo not given)	-10.2	14.7
Cc1ccc(S(=O)(=O)c2nc(S(C)(=O)=O)sc2NCc2ccc3c(c2)OCO3)cc1	-11.2	3.5
CCOc1ccc(CCNC(=O)COC(=O)c2cc(S(=O)(=O)N3CCOCC3)ccc2F)cc1OCC	24.6	1.9
O=C(COc1ccc(Br)cc1CO)Nc1ccc(S(=O)(=O)N2CCCCC2)cc1	-25.5	-10.8
CC1CCCN(C(=O)CN2C(=O)NC3(CCCCC3C)C2=O)C1 (stereo not given)	-5.2	2.5
c1c(CC2CCCC2)nnn1C[C@H]1CC[C@@H]([C@@H]2CC[C@H](Cn3cc(CC4CCCC4)nn3)O2)O1	-1.4	0.0
O=C(Nc1ccc(N2CCCC2)c(Cl)c1)c1ccccc1F	25.8	-25.3
COc1ccc(C(=O)N2CCCC(Nc3ccc(F)cc3)C2)c(OC)c1 (stereo not given)	-3.3	0.1
Cc1ccccc1-n1c(=S)[nH]c2nc3c(cc2c1=O)COC(C)(C)C3	13.7	-15.6
CC[C@@]1(C(=O)OC)N[C@H](CN(C)S(=O)(=O)c2ccc(C(C)(C)C)cc2)[C@@H]2C(=O)N(C)C(=O)[C@@H]21	-5.1	-6.9
N/C(COc1ccccc1)=N\NS(=O)(=O)c1ccccc1	-11.0	10.3
Cc1c(C(=O)NCCN2CCOCC2)oc2ccc(Br)cc12	12.9	-12.9
CC(C)C[C@H]1CNC(=O)C(=O)N1CC1CCN(CCc2ccc(-c3ccccc3)cc2)CC1	10.9	14.6
Cc1ccc(CSc2nncn2-c2ccccn2)cc1	4.5	-2.5
Cc1ccnc(-n2c(C)cc(C=O)c2C)c1	17.5	-3.5
CCOC(=O)C(=CNc1cscc1S(=O)(=O)C(C)C)C(=O)OCC	7.6	-8.5
O=C(O)/C=C/c1cn(-c2ccccc2)nc1-c1ccc2c(c1)OCCO2	-5.4	5.7
CCOC(=O)C(CCC(C)=O)C(=O)c1ccccc1 (stereo not given)	-13.1	3.3
COc1ccc(S(=O)(=O)Nc2cc3c4c(oc3c3ccccc23)CC(C)(C)CC4=O)cc1	33.5	13.8
Cc1ccc(S(=O)(=O)NC(CC(=O)NCc2ccco2)c2ccco2)cc1 (stereo not given)	-1.3	1.0
COCCNC(=O)/C(C#N)=C/c1ccc2c(c1)OCO2	12.0	-6.3

Part of the list above, as labelled records:
SMILES: O=C(NC1CCCC1)C(c1ccccn1)N(C(=O)c1csnn1)C1CCCCC1 (stereo not given)
  TAG inh: 17.3
  TAG inh DAPI viability: -9.8

SMILES: Cc1ccc(S(=O)(=O)NC(CC(=O)NCc2ccco2)c2ccco2)cc1 (stereo not given)
  TAG inh: -1.3
  TAG inh DAPI viability: 1.0

SMILES: CC1CCCN(C(=O)CN2C(=O)NC3(CCCCC3C)C2=O)C1 (stereo not given)
  TAG inh: -5.2
  TAG inh DAPI viability: 2.5

SMILES: Cc1ccc(NC(=O)CC(NCC2CCCO2)C(=O)O)cc1C (stereo not given)
  TAG inh: 1.1
  TAG inh DAPI viability: 2.6

Next part:
SMILES	TAG inh	TAG inh DAPI viability
Cc1ccc(C(=O)CC(SCC(=O)O)c2ccc([N+](=O)[O-])cc2)cc1 (stereo not given)	1.9	11.1
CC1(C)CC(NC(=O)Nc2ccc([N+](=O)[O-])cc2)CC(C)(C)N1	6.2	-0.6
OCC1(CCc2ccccc2)CCN(Cc2cnc(N3CCCC3)s2)CC1	-6.5	12.1
N/C(=N\OC(=O)CCC(=O)O)c1ncc(C(F)(F)F)cc1Cl	2.2	-3.7
COc1ccc(NC(=O)C[C@H]2C(=O)N(Cc3ccccc3)C[C@@H]2C)cc1	11.2	-2.4
O=S(=O)(c1ccccc1)N1CCN(c2nc3ccccc3s2)CC1	-11.7	3.8
Cc1ccc(C(=O)NCc2ccc(Cl)c(Cl)c2)o1	5.6	5.6
Nc1ccccc1-n1cccc1	-15.6	19.7
COc1ccc(CCN(C)C(=O)COC(=O)/C=C/c2ccc(C)o2)cc1OC	22.4	-12.8
CC[C@H](C)[C@H](NC(=O)OCc1ccccc1)C(=O)OCC(=O)Nc1ccc(N2CCOCC2)cc1	-10.8	10.3
O=C1Nc2c(Br)cccc2C1=O	-5.8	-1.8
c1ccc(CNc2nc(NCc3cccs3)nc3ccsc23)cc1	-7.9	11.2
Cn1ccnc1SCC(=O)Nc1ccc2c(c1)COC2=O	-2.8	2.7
COc1ccc(-n2nc(C)cc2Nc2ccccc2C(=O)O)cc1	0.0	-4.6
CCCN1CCN(S(=O)(=O)c2cn(C)nc2C)CC1	-12.2	1.3
CCc1ccc2[nH]c(O)c(N=Nc3nc(-c4ccccc4)cs3)c2c1	2.6	-2.7
CC(C)(C)n1ncc2c(=O)n(Cc3ccccc3Br)cnc21	0.6	10.0
Cc1c(C(=O)N/N=C/c2ccncc2)nnn1-c1nonc1N	7.7	-1.8
CCc1ccc2[nH]c(=O)c(CN(CCCN3CCOCC3)C(=O)Nc3ccc(F)cc3)cc2c1	20.0	-2.5
Fc1cccc(F)c1/C=N/NC(=S)Nc1cccnc1	-4.3	-4.2
O=C(O)/C=C/c1ccc(S(=O)(=O)N2CCCCCC2)cc1	4.0	-5.4
COc1ccc(-c2cc(N)n(S(=O)(=O)c3ccc(C)cc3)n2)c(OC)c1	-9.4	-8.0
COc1cc(/C=C2\CCCc3c2nc2ccccc2c3C(=O)O)cc(OC)c1O	1.8	4.1
COc1ccc(S(=O)(=O)N2CCN(Cc3cccs3)CC2)cc1OC	-25.5	10.8
Cc1ccc2c(C(=O)CN3CCCCC3CCO)c(C)[nH]c2c1 (stereo not given)	0.2	3.5
Cc1ccc(NC(=O)CNCc2ccccn2)cc1S(=O)(=O)N(C)C	3.7	-5.1
O=C(N/N=C/c1ccncc1)c1cc(Br)ccc1OCc1ccccc1	3.2	-1.6

Random excerpt: two records from the list.
SMILES	TAG inh	TAG inh DAPI viability
O=C(N/N=C/c1ccncc1)c1cc(Br)ccc1OCc1ccccc1	3.2	-1.6
Fc1cccc(F)c1/C=N/NC(=S)Nc1cccnc1	-4.3	-4.2
